# Compound activity (PubChem)
# MEP2 TOR yeast: yeast TOR pathway MEP2-GFP modulation. S. cerevisiae MEP2-GFP strain, flow cytometry GFP, 3 h; 100% = DMSO control level. GFP response vs DMSO, % at 10 µM. actives 0.51% (n = 330,000). AID 2016;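 active = GFP response versus DMSO above a set limit, roughly screen mean plus 3 SD, cut at about 180% in these data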;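 also: median GFP fluorescence of the barcode-gated MEP2-GFP cells per well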
# LAP4-GFP MLPCN: yeast TOR pathway LAP4-GFP modulation; S. cerevisiae LAP4-GFP multiplex, flow cytometry GFP, 3 h; median GFP as percent of DMSO wells; actives 0.34% (n = 320,000); AID 2023; GFP response vs DMSO, % at 10 µM;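 active = GFP response vs DMSO above a set limit, about the screen mean plus 3 SD, cut at about 150% in these data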
# AHR activator: activators of human aryl hydrocarbon receptor; AHR-responsive luciferase reporter cells, luminescence; activation, % at 5 µM; actives 2.5% (n = 320,000); in the data active = activation above about 47%;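 also: 0% = vehicle wells and 100% = reference agonist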
# RPL19A-GFP yeast: yeast TOR pathway RPL19A-GFP modulation; S. cerevisiae RPL19A-GFP strain, flow cytometry, 3 h; hits give low values; percent response vs DMSO, % at 10 µM; actives 0.3% (n = 330,000); AID 2025;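 active = percent response vs DMSO below 50%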;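 also: median channel GFP fluorescence of the barcoded RPL19A-GFP strain; ratio of sample median GFP to plate DMSO average so 100% = DMSO; lower means less RPL19A-GFP as with rapamycin TOR inhibition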
# procasp7 counter: counter-screen: procaspase-7 (human) activation. P55210. recombinant procaspase-7, Ac-DEVD-pNA absorbance 405 nm; D23A/D198A/D206A triple mutant, cannot self-cleave; scale: DMSO 0, 5 µM enzyme 100. activation, % at 8.5 µM. actives 0.093% (n = 330,000). AID 463210;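 active = percent activation above the screen-wide mean plus 3 SD, cut at about 25% in these data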
# Target sequence (P55210 whole entry D23A/D198A/D206A): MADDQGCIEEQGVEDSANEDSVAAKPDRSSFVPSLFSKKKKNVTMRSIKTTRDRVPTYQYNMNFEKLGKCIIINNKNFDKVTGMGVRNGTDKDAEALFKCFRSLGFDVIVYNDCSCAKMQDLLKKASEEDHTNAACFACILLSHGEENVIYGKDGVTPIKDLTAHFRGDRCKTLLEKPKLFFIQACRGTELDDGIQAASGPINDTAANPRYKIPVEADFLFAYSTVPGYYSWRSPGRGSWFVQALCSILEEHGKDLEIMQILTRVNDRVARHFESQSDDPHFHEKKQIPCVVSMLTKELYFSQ
#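 Assay system – Uncleavable procaspase-7 mutant enzyme · Quantity – 2 µM procaspase-7 mutant as dispensed · Times – 1 h preincubation, 2 h reaction · Dosing – single nominal 8.5 µM compound dose, 0.8% DMSO final · Buffer or medium – Zinc-free 50 mM HEPES buffer, pH 7.4, with NaCl and Triton X-100 · Detection – Epi-absorbance of released pNA at 405 nm, two timepoints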
# procasp3 activ: activates human procaspase-3. P42574. recombinant procaspase-3 D3A, Ac-DEVD-pNA absorbance 405 nm. activation, % at 8.5 µM. actives 0.11% (n = 330,000). AID 463141;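 active = activation above the mean of all tested compounds plus 3 SD, cut at about 21% in these data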;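 also: 0% = DMSO alone and 100% = DMSO wells spiked with extra 5 µM PC-3 D3A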
# Target sequence (P42574 whole entry D9A/D28A/D175A): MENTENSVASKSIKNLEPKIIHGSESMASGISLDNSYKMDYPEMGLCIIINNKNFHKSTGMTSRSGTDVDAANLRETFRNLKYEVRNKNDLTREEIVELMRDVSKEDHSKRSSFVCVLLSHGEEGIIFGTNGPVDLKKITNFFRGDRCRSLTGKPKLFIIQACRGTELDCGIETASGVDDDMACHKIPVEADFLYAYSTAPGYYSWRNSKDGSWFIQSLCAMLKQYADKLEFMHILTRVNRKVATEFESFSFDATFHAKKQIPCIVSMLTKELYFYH
#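 Compound: 8.5 µM single point, 0.8% DMSO / Material: Autoprocessing-dead procaspase-3 D3A mutant enzyme / Timing: 1 h preincubation plus 2 h reaction at 25 °C / Medium: Zinc-free HEPES/NaCl buffer with 0.01% Triton X-100 at pH 7.4 / Technique: 405 nm absorbance of p-nitroaniline, reads at 0 and 120 min / Repeats: one well per compound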
# Yeast superoxide: lowers age-related superoxide in aged yeast cells; S. cerevisiae aged cells, superoxide DHE fluorescence; hits give low values; superoxide response (% of plate mean), % at 10 µM; actives 0.18% (n = 330,000); AID 2690;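 active = superoxide response under a set limit, about three screen SD below normal, cut at about 65% in these data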;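 also: yeast aged for seven days with compound at 30 °C before DHE staining; 100% = average MFI of all compound-treated wells on the plate with controls excluded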
# GASC-1 inh: inhibitors of human GASC-1 (JMJD2C) demethylase; actives 0.069% (n = 330,000); inhibition, % at 2.35 µM; Q9H3R0; GST-JMJD2C(1-420) H3K9me3 demethylation, DELFIA europium; AID 2099;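 active = more than half of a compound's replicate wells show inhibition beyond 50%, single wells judged on their own value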;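 also: signal counts dimethyl H3K9 product captured on neutravidin plate; 0% = median of DMSO wells and 100% = 0.3 times that DMSO median; strong numbers were not always called active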
# Target sequence (Q9H3R0 1-420 limits assumed): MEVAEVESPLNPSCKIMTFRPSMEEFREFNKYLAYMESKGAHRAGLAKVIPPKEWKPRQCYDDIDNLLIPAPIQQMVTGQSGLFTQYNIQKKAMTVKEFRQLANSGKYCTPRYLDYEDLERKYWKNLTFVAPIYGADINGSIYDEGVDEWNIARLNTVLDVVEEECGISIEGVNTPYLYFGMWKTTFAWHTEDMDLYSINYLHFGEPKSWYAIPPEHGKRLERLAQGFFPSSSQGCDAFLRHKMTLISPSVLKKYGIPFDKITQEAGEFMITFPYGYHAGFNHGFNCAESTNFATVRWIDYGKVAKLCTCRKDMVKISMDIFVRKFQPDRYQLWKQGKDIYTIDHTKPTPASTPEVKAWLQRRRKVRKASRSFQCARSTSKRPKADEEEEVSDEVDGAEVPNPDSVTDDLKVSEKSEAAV
# Active calls of the source: *; · = no result given; [ ] = dose if it differs, or a comment.
structure	MEP2 TOR yeast	LAP4-GFP MLPCN	AHR activator	RPL19A-GFP yeast	procasp7 counter	procasp3 activ	Yeast superoxide	GASC-1 inh
CCC(=O)Nc1ccc(C(=O)COC(=O)C(CCSC)NC(=O)COc2ccccc2)cc1 (stereo unspecified)	97	100	3	97	2	-6	99	-7
CN(C)c1cc(Cl)c2nonc2c1N	102	106	6	100	-13	-23	113	1
CCC(=O)N1CCc2cc(OC)c(OC)cc2C1COc1ccc(F)cc1 (stereo unspecified)	115	109	0	106	0	0	94	-13
CCOc1ccc(-n2c(SCc3ccc([N+](=O)[O-])cc3)nnc2-c2ccccc2)cc1	99	93	4	99	-1	-1	76	-17
CC(=O)c1ccc(OC(=O)CCN2c3ccccc3Sc3ccccc32)cc1	100	94	-1	105	0	-1	103	4
CCCN(CCC)CCNC(=O)c1cc2c(=O)n(C)c3ccccc3c2n1C	97	97	98*	97	4	7	110	-11
COc1cc(CC(NC(C)=O)C(=O)NC2CCN(C(=O)Nc3ccccc3Cl)CC2)cc(OC)c1 (stereo unspecified)	96	94	2	93	14	6	104	-16
COc1ccc(NC(=O)c2ccc(Cl)cc2)c[n+]1[O-]	104	89	·	100	·	·	100	2

# Other results
structure	MEP2 TOR yeast	LAP4-GFP MLPCN	AHR activator	RPL19A-GFP yeast	procasp7 counter	procasp3 activ	Yeast superoxide	GASC-1 inh
O=C(CSc1nnc(-c2ccc(OC(F)F)cc2)o1)N1CCOCC1	100	95	5	96	6	4	104	4
CCC1CCCCN1C(=O)CSc1nnc(CNC(=O)c2c(F)cccc2Cl)o1 (stereo unspecified)	106	96	-1	104	10	-2	88	0
CCC1(c2ccc(C)cc2)NC(=O)N(CC(=O)Nc2cccc(S(=O)(=O)N3CCCC3)c2)C1=O (stereo unspecified)	96	98	1	96	-13	4	101	16
CCOC(=O)C(C(=O)OCC)C(=O)c1cc(OC)c(OC)c(OC)c1	96	95	3	96	16	1	102	-6
COc1ccc(-c2cc(=O)oc3cc(OCC(C)=O)ccc23)cc1	96	85	-12	100	-4	-2	100	-1
CC(C)Cn1c(CN2CCN(C)C(CCO)C2)nc2ccccc21 (stereo unspecified)	112[may fluoresce violet]	79[may fluoresce violet]	-3	66[may fluoresce violet]	1	4	110	10
CN(C)c1ccc(/C=N\S(=O)(=O)c2ccccc2)cc1	93	81	2	100	4	-1	65*	-13
Cc1ccc(NC2CCCN(C(=O)c3ccc4nccnc4c3)C2)cc1C (stereo unspecified)	101	76	·	114	·	·	96	-1

# New compounds follow
structure	MEP2 TOR yeast	LAP4-GFP MLPCN	AHR activator	RPL19A-GFP yeast	procasp7 counter	procasp3 activ	Yeast superoxide	GASC-1 inh
O=C(NCC1CCCO1)Nc1cccc(Cl)c1 (stereo unspecified)	109	100	2	95	0	7	95	11
Cc1cc(=O)oc2cc(OCC(=O)N3CC(=O)Nc4ccccc43)c(Cl)cc12	103	110	14	103	7	7	101	1
COc1cc2c(cc1OC)CN(c1ccc3ccccc3n1)CC2	103	111	7	100	-7	-4	117	-5
FC(F)(F)c1cccc(NCc2n[nH]c(=S)n2C2CCCCC2)c1	105	122	0	97	-16	-8	94	10
O=S(=O)(c1ccccc1)c1cnc(-c2cccnc2)nc1-c1ccc(Cl)cc1Cl	102	91	1	104	6	-6	95	-10
Cc1ccc(CN(C(=O)COc2cccc(C)c2C)C2CCS(=O)(=O)C2)o1 (stereo unspecified)	106	112	-3	100	14	9	104	10
CCN(CC(=O)Nc1ccc(NC(C)=O)cc1)C(=O)CCCc1c[nH]c2ccccc12	108	106	1	103	0	8	86	10
COC(=O)c1ccc(OCC(=O)NC2CCCCCCC2)cc1	99	107	4	102	-5	3	92	-5

# The list goes on.
structure	MEP2 TOR yeast	LAP4-GFP MLPCN	AHR activator	RPL19A-GFP yeast	procasp7 counter	procasp3 activ	Yeast superoxide	GASC-1 inh
CCN(CC)CCCNC(=O)CSc1nc(-c2cccs2)cc(C(F)(F)F)n1	101	100	2	97	8	5	85	-1
COc1ccc(C(=O)NCC(C)NC(=O)c2ccc(OC)c(OC)c2)cc1OC (stereo unspecified)	92	104	1	95	8	0	107	12
CN=C1C=C/C(=N/N=c2\ccn(O)cc2C)C=C1C	93	·	9	86	-17	1	86	-3
CC(=O)Nc1ccc(/C(C)=N/Nc2nc(N3CCOCC3)nc(N3CCOCC3)n2)cc1	102	102	3	100	1	3	104	-6
N#CC1=C(N)OC2=C(C(=O)CCC2)C12CCC1(CC2)OCCO1	98	101	12	103	-16	-2	85	-4
Cc1[nH]c(=O)[nH]c(=O)c1S(=O)(=O)N1CCCC(C(=O)NCCc2ccccc2)C1 (stereo unspecified)	101	99	-4	98	-4	7	113	-4
COc1cccc(N2CCN(C(=O)c3ccc4nc(N5CCCCC5)sc4c3)CC2)c1	101	113	17	98	0	14	94	-2
COc1ccc(C(=O)NC(=S)Nc2ccc3[nH]c(=O)[nH]c3c2)c(OC)c1	108	97	8	106	3	-8	82	-18

# Exported with two lines to a compound: entries from further up.
# Values run as follows: MEP2 TOR yeast	LAP4-GFP MLPCN	AHR activator	RPL19A-GFP yeast	procasp7 counter	procasp3 activ	Yeast superoxide	GASC-1 inh
> FC(F)(F)c1cccc(NCc2n[nH]c(=S)n2C2CCCCC2)c1
 : 105	122	0	97	-16	-8	94	10
> O=S(=O)(c1ccccc1)c1cnc(-c2cccnc2)nc1-c1ccc(Cl)cc1Cl
 : 102	91	1	104	6	-6	95	-10
> Cc1ccc(CN(C(=O)COc2cccc(C)c2C)C2CCS(=O)(=O)C2)o1 (stereo unspecified)
 : 106	112	-3	100	14	9	104	10
> CCN(CC(=O)Nc1ccc(NC(C)=O)cc1)C(=O)CCCc1c[nH]c2ccccc12
 : 108	106	1	103	0	8	86	10
> COC(=O)c1ccc(OCC(=O)NC2CCCCCCC2)cc1
 : 99	107	4	102	-5	3	92	-5
> CCN(CC)CCCNC(=O)CSc1nc(-c2cccs2)cc(C(F)(F)F)n1
 : 101	100	2	97	8	5	85	-1
> COc1ccc(C(=O)NCC(C)NC(=O)c2ccc(OC)c(OC)c2)cc1OC (stereo unspecified)
 : 92	104	1	95	8	0	107	12
> CN=C1C=C/C(=N/N=c2\ccn(O)cc2C)C=C1C
 : 93	·	9	86	-17	1	86	-3
> CC(=O)Nc1ccc(/C(C)=N/Nc2nc(N3CCOCC3)nc(N3CCOCC3)n2)cc1
 : 102	102	3	100	1	3	104	-6
> N#CC1=C(N)OC2=C(C(=O)CCC2)C12CCC1(CC2)OCCO1
 : 98	101	12	103	-16	-2	85	-4
> Cc1[nH]c(=O)[nH]c(=O)c1S(=O)(=O)N1CCCC(C(=O)NCCc2ccccc2)C1 (stereo unspecified)
 : 101	99	-4	98	-4	7	113	-4
> COc1cccc(N2CCN(C(=O)c3ccc4nc(N5CCCCC5)sc4c3)CC2)c1
 : 101	113	17	98	0	14	94	-2
> COc1ccc(C(=O)NC(=S)Nc2ccc3[nH]c(=O)[nH]c3c2)c(OC)c1
 : 108	97	8	106	3	-8	82	-18

# Continued:
structure	MEP2 TOR yeast	LAP4-GFP MLPCN	AHR activator	RPL19A-GFP yeast	procasp7 counter	procasp3 activ	Yeast superoxide	GASC-1 inh
CC(=O)Nc1ccc(-c2csc(NCc3ccccc3)n2)cc1	103	109	29	110	-14	-13	100	5
CS(=O)(=O)NCc1nnc(SCc2c(F)cccc2Cl)o1	102	109	2	103	1	4	91	-13
COc1ccc(Oc2ccc(C(F)(F)F)cc2NC(=O)c2ccc(F)cc2)cc1	99	94	6	101	3	-2	105	1
O=C(CSc1nnc(-c2c[nH]c3ccccc23)o1)c1ccccc1	107	87	10	98	10	-8	112	0
COc1cc(SC)ccc1C(=O)OCC(=O)NCCNC(=O)COC(=O)c1ccc(SC)cc1OC	99	93	0	103	13	5	93	-3
Cc1ccc(NC(=O)CSCC(=O)NCCc2ccccn2)c(C)c1	93	87	4	89	0	-1	108	2
O=C(O)C1OC2OC3(CCCCC3)OC2C2OC3(CCCCC3)OC12 (stereo unspecified)	107	93	1	100	7	-9	115	-4
O=C(CCCN1C(=O)c2ccccc2C1=O)Nc1ccc(S(=O)(=O)N2CCCCC2)cc1	94	84	-3	100	-3	3	104	-27

# Going on with the list.
structure	MEP2 TOR yeast	LAP4-GFP MLPCN	AHR activator	RPL19A-GFP yeast	procasp7 counter	procasp3 activ	Yeast superoxide	GASC-1 inh
Cc1ccc2c(=O)n3c(nc2c1)C(CC(C)C)NC(=O)c1ccc(Cl)cc1-3 (stereo unspecified)	101	103	4	105	-4	6	102	7
CCOc1ccc(NC(=O)Nc2ccc(N(C)C(C)=O)cc2)cc1	98	95	4	97	6	-2	98	9
COc1ccc(NS(=O)(=O)c2ccc3[nH]c(=O)[nH]c3c2)cc1	99	90	5	96	3	1	107	6
O=C(CSc1ccccc1)NCCCN1CCOCC1	108	106	-1	107	14	5	107	-1
COC(=O)c1cc(OC)c(OC)cc1NC(=O)c1cc(C(C)(C)C)oc1C	100	110	1	97	-1	7	106	-1
COc1ccc(/C=N/NC(=O)c2ccc(F)cc2)cc1CN1CCc2cc(OC)c(OC)cc2C1C (stereo unspecified)	104	108	3	104	4	6	95	10
Cc1cccc(NC(=O)CSc2nnc(NC(=O)C3CC3)s2)c1C	108	101	4	104	-1	4	98	18
O=c1cc(-c2ccc(Cl)cc2)[nH][nH]1	107	117	-4	103	-5	-3	97	-5

# Following part.
structure	MEP2 TOR yeast	LAP4-GFP MLPCN	AHR activator	RPL19A-GFP yeast	procasp7 counter	procasp3 activ	Yeast superoxide	GASC-1 inh
O=S(=O)(Nc1cccc(CCc2ccccn2)c1)c1cc(Cl)ccc1Cl	109	115	-3	105	9	-3	89	4
Cc1ccc(N2CC(=O)N(NC(=O)Nc3ccc(Cl)c(Cl)c3)CC2=O)cc1	102	110	-1	98	-2	3	98	-5
COc1ccc(C(=O)CSc2nnc(CNC(=O)c3ccc(OC)cc3)n2C)cc1	97	95	-2	99	-1	-1	90	-4
Cc1ccccc1C1=NC(c2ccc(F)cc2F)ON1 (stereo unspecified)	109	104	11	101	0	11	105	3

# Rows are unselected; any-hit rate near 3.8%.
